MCL1 BIM primary: MCL1-BIM-BH3 interaction inhibition (human); 320,000 tested, 0.68% active; AID 2057; inhibition, % at 10.9 µM; GST-MCL1 / FITC-Bim-BH3 fluorescence polarization; Q07820;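 active = inhibition above the mean inhibition of all tested compounds plus 3 SD, set per campaign, cut at about 40% in these data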;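 note: 0% = DMSO wells and 100% = unlabeled Bim-BH3 peptide control; higher means more loss of mP so more displacement of Bim peptide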
GLD-1 TGE inh: GLD-1-TGE RNA interaction inhibition (C. elegans) | Q17339 | purified GLD-1 + fluorescein TGE RNA, fluorescence polarization | AID 2280 | inhibition, % at 5.96 µM | 320,000 tested, 0.44% active;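 active = percent inhibition above a per-plate cutoff, the plate mean of test compounds plus 3 SD, cut at about 30% in these data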;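 note: 0% = DMSO wells with GLD-1 and probe and 100% = wells lacking GLD-1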
MEX-5 binding: C. elegans MEX-5 TCR-2 RNA binding activity; Q9XUB2; AID 1832; MEX-5/FITC-TCR2 RNA binding, fluorescence polarization; active compounds read low; 300,000 tested, 0.38% active; activity score (negative = inhibition of binding), % at 10 µM;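 active = inhibition past about -25% in most replicates, and total fluorescence under double the plate's negative control median, limit read from the data; inconclusive = replicates evenly split on the limit, or fluorescence at least double controls; inactive = too little inhibition in most replicates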;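 note: 0% = DMSO and -100% = 5 µM competing unlabeled TCR2 RNA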
Bcl-xL primary: blocks human Bcl-xL binding to Bim BH3 peptide; Q07817; GST-Bcl-xL / FITC-Bim BH3 peptide fluorescence polarization; inhibition, % at 10.9 µM; 320,000 tested, 0.7% active; AID 2129;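 active = inhibition above the mean of all tested compounds plus 3 SD, cutoff set per campaign, cut at about 30% in these data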;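 note: 0% = DMSO wells and 100% = unlabeled Bim-BH3 peptide competitor; inhibitors lower millipolarization by displacing the labeled peptide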
Target sequence (Q07817 whole entry, looked up): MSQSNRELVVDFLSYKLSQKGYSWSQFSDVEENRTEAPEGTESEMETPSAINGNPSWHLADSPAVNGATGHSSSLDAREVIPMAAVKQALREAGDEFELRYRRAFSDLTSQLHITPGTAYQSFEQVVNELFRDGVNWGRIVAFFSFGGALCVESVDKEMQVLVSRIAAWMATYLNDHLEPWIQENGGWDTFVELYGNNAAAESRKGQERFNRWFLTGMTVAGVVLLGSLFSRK
AGP1-GFP MLPCN: alters AGP1-GFP fluorescence in TOR pathway yeast screen | S. cerevisiae AGP1-GFP multiplex flow cytometry, 3 h; GFP as percent of DMSO wells | GFP response vs DMSO, % at 10 µM | 320,000 tested, 0.02% active;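 active = GFP response relative to DMSO above a set limit, near screen average plus 3 SD, cut at about 150% in these data; inconclusive = fewer than 70 cells counted for the yeast strain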;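 note: median GFP channel fluorescence of the gated AGP1 strain per well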
VLA-4 inh: inhibition in a human VLA-4 binding assay. P13612. VLA-4 expressing cells, ligand binding flow cytometry. inhibition, % (about 7 µM as worked out from the volumes in the protocol). 330,000 tested, 0.2% active. AID 2557; in the data active = inhibition above about 50%
CIT2 TOR yeast: yeast TOR pathway CIT2-GFP modulation | S. cerevisiae CIT2-GFP strain, flow cytometry, 3 h; 100 means same as DMSO wells | GFP response vs DMSO, % at 10 µM | 320,000 tested, 0.065% active | AID 2029;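 active = GFP response relative to DMSO above a set limit, near the screen mean plus 3 SD, cut at about 150% in these data; inconclusive = Fewer than 70 cells measured for a yeast strain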;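 note: ratio of well median GFP fluorescence to mean of DMSO wells on the plate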
Yeast superoxide: caloric restriction mimetics inhibiting age-related superoxide in yeast | 330,000 tested, 0.18% active | S. cerevisiae aged cells, superoxide DHE fluorescence; active compounds read low | superoxide response (% of plate mean), % at 10 µM | AID 2690;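 active = superoxide response under a set limit, about three screen SD below normal, cut at about 65% in these data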;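 note: yeast aged for seven days with compound at 30 °C before DHE staining; 100% = average MFI of all compound-treated wells on the plate with controls excluded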
GRK2 inh: blocks RNA aptamer binding to human GRK2; inhibition of aptamer binding, % at 10 µM; P25098; 330,000 tested, 0.59% active; bead flow cytometry, FAM-aptamer displacement from GRK2;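 active = inhibition of aptamer binding above 40%, roughly 3 SD of noise, on plates passing a quality check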;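 note: median bead fluorescence of bound FAM aptamer so fluorescent compounds give negative values; no value below 0 was filed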
Target sequence (P25098 whole entry, looked up): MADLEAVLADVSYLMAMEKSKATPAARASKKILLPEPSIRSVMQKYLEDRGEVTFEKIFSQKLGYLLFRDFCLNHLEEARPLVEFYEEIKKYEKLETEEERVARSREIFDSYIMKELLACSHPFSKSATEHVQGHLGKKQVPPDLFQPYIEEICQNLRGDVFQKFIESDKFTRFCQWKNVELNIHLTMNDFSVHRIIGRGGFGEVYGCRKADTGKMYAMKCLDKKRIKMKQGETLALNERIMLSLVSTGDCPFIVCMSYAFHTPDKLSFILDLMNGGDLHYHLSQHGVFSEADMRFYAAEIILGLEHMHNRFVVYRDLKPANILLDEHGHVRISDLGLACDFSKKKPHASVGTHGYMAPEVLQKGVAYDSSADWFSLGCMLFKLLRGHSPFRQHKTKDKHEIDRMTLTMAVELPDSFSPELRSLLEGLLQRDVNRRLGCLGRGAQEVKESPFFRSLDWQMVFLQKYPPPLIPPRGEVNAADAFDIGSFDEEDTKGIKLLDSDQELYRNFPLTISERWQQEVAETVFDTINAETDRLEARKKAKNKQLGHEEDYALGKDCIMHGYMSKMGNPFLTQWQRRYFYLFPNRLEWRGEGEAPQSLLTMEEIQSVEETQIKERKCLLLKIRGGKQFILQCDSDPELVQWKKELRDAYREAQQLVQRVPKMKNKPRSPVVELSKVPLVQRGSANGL
Numbers without * were called inactive; ? = inconclusive; · = no result given.

cpd	canonical_smiles	MCL1 BIM primary	GLD-1 TGE inh	MEX-5 binding	Bcl-xL primary	AGP1-GFP MLPCN	VLA-4 inh	CIT2 TOR yeast	Yeast superoxide	GRK2 inh
1	COc1cc2ccccc2cc1C(=O)Nc1ccc(N2CCN(C(=O)C(C)C)CC2)cc1	-2	-5	0.8	3	98	0	97	104	1
2	O=C(CN(c1cccc(Cl)c1)S(=O)(=O)c1ccc(Cl)cc1)NCc1ccccn1	12	8	-2.9	3	99	-7	87	104	0
3	CCOC(=O)N1CCN(C(=O)c2cn(CC)c3cc(N4CCN(C)CC4)c(F)cc3c2=O)CC1	10	7	-1.4	12	110	25	103	97	0
4	COc1ccc(CCNC(=O)c2ccc(N3CCCC3=O)cc2)cc1	-2	-9	0.0	-1	98	10	92	121	0
5	Cc1cc(-c2c(C)[nH]n(-c3ccc(Cl)cc3)c2=O)n(-c2ccccc2)n1	3	4	2.0	2	·	-8	102	98	2
6	O=S(=O)(NCCNS(=O)(=O)c1c(F)cccc1F)c1ccc2c(c1)OCCO2	·	1	·	·	100	-3	100	107	2
7	CC(C)C(=O)N1CCN(c2ccccc2NC(=O)c2ccc(Br)o2)CC1	·	-1	·	·	104	5	108	93	0
8	C#Cc1ccc([C@H]2C=C(C(=O)N3CCOCC3)O[C@@H](OCc3ccc(CO)cc3)C2)cc1	-10	-5	1.9	-6	102	-6	98	111	2
9	CCCCN(C)C(=O)c1ccc2c(c1)N(CC)C(=O)c1ccccc1S2(=O)=O	2	5	1.1	3	94	-1	98	115	0
10	COc1ccc(S(=O)(=O)N(C)CC(=O)NCc2ccco2)cc1	9	9	0.5	7	111	2	98	98	1
11	O=c1c2ccccc2nc(N/N=C/c2ccc(O)cc2)n1O	6	-4	?	-2	110	-7	114	91	1
12	CCC(=O)N1CCc2cc(S(=O)(=O)CCC(=O)N(C)c3ccc(OC)cc3OC)ccc21	-1	-3	-0.3	4	102	8	109	102	0
13	CCN1C(N(C)CCc2cccs2)=N[C@@H](c2ccccc2)C(C(=O)OC)=C1C	-18	-4	-1.5	-7	87	14	71	98	0
14	CCOc1ccc(/C=N/NC(=O)c2nnn(-c3nonc3N)c2-c2ccc(OCC)cc2)cc1	16	4	2.1	6	104	8	117	96	0
15	Cc1ccc(S(=O)(=O)N2CCN(C(=O)c3ccccn3)CC2)cc1	-3	-3	-0.9	7	98	6	98	102	1
16	CCC(C)(C)N(C(=O)CCC(=O)Nc1cc(C)on1)C(C(=O)NC(C)(C)C)c1ccc(OC)cc1 (centres undefined)	-1	-2	0.6	3	78	-8	95	91	0
17	COc1ccc(S(=O)(=O)Nc2ccccc2OC)cc1NC(=O)CC1CC2CCC1C2 (centres undefined)	6	-1	1.4	5	92	12	96	108	0
18	CC(C)(C)c1ccc(/C=N/NC(=O)C2CCCC2)cc1	·	·	·	·	90	13	94	124	0
19	COc1ccc(-c2nnc(SC(C)C(=O)NNC(=O)c3ccc(C)cc3)o2)cc1 (centres undefined)	-9	-5	0.7	-7	98	7	100	90	0
20	CCN1CCN(c2nc(Nc3cccc(OC)c3)nc(N)c2[N+](=O)[O-])CC1	7	-3	-0.4	3	103	44	104	102	0
21	CCN(CC(=O)Nc1ccc2c(c1)OCCO2)C(=O)c1cc(Cl)nc2ccccc12	0	3	·	1	100	2	96	106	0
22	CCNS(=O)(=O)c1ccc(CCC(=O)N2CCCC2)cc1	4	-9	0.2	5	96	-3	100	102	0
23	Cc1sc(NC(=O)c2cccs2)c(C(=O)OC(C)C)c1C	6	6	-0.9	4	101	-10	·	98	3
24	CCOC(=O)c1c(NC(=O)c2ccc(N3C(=O)[C@@H]4[C@H](C3=O)[C@H]3C=C[C@@H]4C3)cc2)sc2c1CC(C)CC2 (some centres undefined)	2	4	2.7	1	101	-2	100	86	1
25	CCCc1cc(N2CCN(c3ccccn3)CC2)n2nc(C)c(-c3ccccc3)c2n1	4	7	-1.2	4	101	0	101	97	2
26	CCCCc1nc(N2CCOCC2)c(C#N)c2c1COC(C)(C)C2	4	8	-1.0	6	103	-8	105	95	4
27	O=C(NCCN1C(=O)S/C(=C\c2cccs2)C1=O)c1ccco1	-1	-1	-2.0	-2	91	-1	99	107	0
28	O=C(C1CCC1)N1CCN(c2cccc(C(F)(F)F)c2)CC1	-6	6	-2.2	-5	106	-23	105	112	0
29	COc1ccccc1CNC(=O)COC(=O)c1n[nH]c2ccccc12	-4	-5	2.6	-5	100	-5	102	113	0
30	Cc1ccc(F)cc1NC(=O)Cc1ncc(C(F)(F)F)cc1Cl	6	1	1.1	2	95	10	97	98	2
31	O=C(C1CCN(CCCc2ccccc2)CC1)N(CCc1ccccc1)Cc1ccccc1	5	1	-2.1	6	105	-19	111	108	0
32	O=C(CCC(=O)N1CCCCC1)Nc1ccc(Cl)c(Cl)c1	2	9	1.0	4	97	4	94	88	1
33	CCOC(=O)Cn1c(CN(Cc2ccccc2)Cc2ccccc2)nc2c1c(=O)[nH]c(=O)n2C	5	4	·	2	98	15	98	96	6
34	Cc1cccc(NC(=O)c2nc[nH]c2C(=O)N2CCC(C)CC2)c1	4	0	·	2	95	20	94	109	3
35	Cc1cc(Cl)c2oc(C(=O)N(C)CCc3cnn(C)c3)c(C)c2c1	-1	-4	1.2	7	101	-10	110	103	2
36	CCCCn1c(N)c(N(CC)C(=O)C2CCCC2)c(=O)[nH]c1=O	-4	2	·	0	98	-9	94	108	30
37	NCCSSCCN	10	0	0.1	0	87	-5	86	111	2
38	COc1ccc(/C=C/C(=O)N(Cc2cccs2)C2CCS(=O)(=O)C2)cc1 (centres undefined)	-5	2	3.4	-2	105	7	95	98	0
39	CCCCC1(C(=O)OCC)NC(c2ccc(O)cc2)C2C(=O)N(c3ccccc3)C(=O)C21 (centres undefined)	-3	11	-0.8	8	99	-16	96	96	1
40	COc1cc(CN2CCCCC2C(=O)Nc2ccc(Oc3ccccc3)nc2)ccc1O (centres undefined)	9	3	2.5	1	103	6	109	107	0
41	CCOC(=O)c1cc(C(C)(C)C)nc(SC)c1C#N	-25	3	-0.2	-4	110	-9	116	99	3
42	O=C(NCc1ccco1)C(c1ccncc1)N(C(=O)Cc1cccs1)c1ccccc1 (centres undefined)	3	5	2.4	4	93	10	88	104	0
43	Cc1cc(C)nc(SCc2nnc(SCC#N)n2-c2cccc(Cl)c2)n1	-5	-1	-2.3	4	102	6	107	109	0
44	COc1cc([N+](=O)[O-])cc(/C=N/NC(=O)C(C)Nc2cccc(C)c2)c1O (centres undefined)	18	5	-7.3	5	97	-1	111	123	3
45	CCCCn1cnc2c([nH]c3cc(OC)ccc32)c1=O	0	-2	0.0	4	84	-8	75	98	8
46	CCc1ccccc1N(CC(=O)N1CCN(c2ccc(F)cc2)CC1)S(C)(=O)=O	9	1	4.1	5	94	9	93	107	1
47	CC(Oc1ccccc1)c1ccnc(N)n1 (centres undefined)	9	0	1.3	5	98	10	94	97	1
48	O=C(COC(=O)c1ccccn1)Nc1ccccc1OC(F)F	8	4	0.6	2	107	18	111	104	0
49	O=C(Nc1ccccc1C(=O)O)c1cccc(F)c1	4	9	2.8	2	104	22	96	124	0
50	Cc1ccc(C(C)(C)C)cc1S(=O)(=O)Nc1cccc(S(=O)(=O)NC2=NCCC2)c1	12	3	-0.7	5	108	9	102	106	3

Remaining list, next part
cpd	canonical_smiles	MCL1 BIM primary	GLD-1 TGE inh	MEX-5 binding	Bcl-xL primary	AGP1-GFP MLPCN	VLA-4 inh	CIT2 TOR yeast	Yeast superoxide	GRK2 inh
51	O=C(Nc1ccc2nc3n(c(=O)c2c1)CCCCC3)c1cc([N+](=O)[O-])ccc1F	-2	-5	1.6	1	97	23	103	101	4
52	C=CCN(c1ccccc1)S(=O)(=O)c1cccc(C(=O)N2CCN(c3ncccn3)CC2)c1	12	3	·	6	95	-2	90	77	3
53	COc1ccccc1NC(=O)c1ccc(NC(=O)CN(C)Cc2ccccc2F)cc1	5	1	-1.1	8	106	8	106	97	0
54	CCN(C(=O)COC(=O)COc1ccc2c(C)cc(=O)oc2c1)C1CCS(=O)(=O)C1 (centres undefined)	4	-3	0.7	4	102	7	110	95	2
55	CC(C)CC(NS(=O)(=O)c1cccc(C(=O)O)c1)C(=O)O (centres undefined)	1	8	0.0	3	109	-8	116	77	0
56	Cc1ccc(NC(=O)CN2C(=O)NC3(CCCCC3C)C2=O)cc1S(=O)(=O)N1CCCCC1 (centres undefined)	-1	5	-0.5	3	102	-4	98	103	0
57	CC1CCN(C(=S)Nc2ccc(F)cc2)CC1	5	-4	-3.1	3	103	-1	105	94	0
58	COc1cc(/C=N/NC(=O)C(N)=O)ccc1OC(=O)c1cccs1	0	-3	0.9	1	104	20	96	127	2
59	CN(CCc1ccccn1)C(=O)CCC1CCCN(C(=O)NC2CCCCC2)C1 (centres undefined)	-6	-3	0.7	1	102	-1	98	101	0
60	O=C(COc1ccccc1Cl)NCCNC(=O)c1cnccn1	3	-2	-1.2	4	105	18	102	105	2
61	COc1ccc(N2C(=O)C(Cl)=C(NCc3ccccc3)C2=O)cc1	-3	-5	-1.8	3	103	-1	80	91	0
62	O=C(O)C1C2C=CC(C2)C1C(=O)NCc1ccc(Cl)c(Cl)c1 (centres undefined)	6	-3	2.2	-6	89	39	92	107	3
63	C/C(=N\NC(=O)Cn1cc([N+](=O)[O-])cn1)c1ccco1	7	-7	-1.0	3	103	-3	112	107	2

Assay outcomes as filed in PubChem BioAssay.
